# AGP1 TOR yeast: alters AGP1-GFP fluorescence in TOR pathway yeast screen; GFP response vs DMSO, % at 10 µM; AID 2066; S. cerevisiae AGP1-GFP multiplex flow cytometry, 3 h; GFP as percent of DMSO wells; 320,000 compounds, 0.02% hits;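 active means GFP response relative to DMSO above a set limit, near screen average plus 3 SD, cut at about 150% in these data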;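 further: median GFP channel fluorescence of the gated AGP1 strain per well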
# RPL19A-GFP yeast: yeast TOR pathway RPL19A-GFP modulation; S. cerevisiae RPL19A-GFP strain, flow cytometry, 3 h; active compounds read low; percent response vs DMSO, % at 10 µM; 330,000 compounds, 0.3% hits;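 active means percent response vs DMSO below 50%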;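 further: median channel GFP fluorescence of the barcoded RPL19A-GFP strain; ratio of sample median GFP to plate DMSO average so 100% = DMSO; lower means less RPL19A-GFP as with rapamycin TOR inhibition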
# LAP4-GFP MLPCN: modulators of TOR pathway LAP4-GFP in S. cerevisiae; 320,000 compounds, 0.34% hits; S. cerevisiae LAP4-GFP multiplex, flow cytometry GFP, 3 h; median GFP as percent of DMSO wells; GFP response vs DMSO, % at 10 µM; AID 2023;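 active means GFP response vs DMSO above a set limit, about the screen mean plus 3 SD, cut at about 150% in these data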
# procasp7 counter: counter-screen: procaspase-7 (human) activation | P55210 | recombinant procaspase-7, Ac-DEVD-pNA absorbance 405 nm; D23A/D198A/D206A triple mutant, cannot self-cleave; scale: DMSO 0, 5 µM enzyme 100 | activation, % at 8.5 µM | 330,000 compounds, 0.093% hits;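 active means percent activation above the screen-wide mean plus 3 SD, cut at about 25% in these data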
#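 System: Uncleavable procaspase-7 mutant enzyme; Amount: 2 µM procaspase-7 mutant as dispensed; Schedule: 1 h compound preincubation, 2 h substrate cleavage, 25 °C; Measured by: 405 nm absorbance of p-nitroaniline; Evaluation: percent activation from buffer-corrected 0–120 min absorbance change; Control set: low DMSO alone, high DMSO plus 5 µM PC-7.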
# procasp3 activ: activates human procaspase-3; P42574; recombinant procaspase-3 D3A, Ac-DEVD-pNA absorbance 405 nm; activation, % at 8.5 µM; 330,000 compounds, 0.11% hits; AID 463141;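 active means activation above the mean of all tested compounds plus 3 SD, cut at about 21% in these data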;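 further: 0% = DMSO alone and 100% = DMSO wells spiked with extra 5 µM PC-3 D3A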
# Target sequence (P42574 whole entry D9A/D28A/D175A): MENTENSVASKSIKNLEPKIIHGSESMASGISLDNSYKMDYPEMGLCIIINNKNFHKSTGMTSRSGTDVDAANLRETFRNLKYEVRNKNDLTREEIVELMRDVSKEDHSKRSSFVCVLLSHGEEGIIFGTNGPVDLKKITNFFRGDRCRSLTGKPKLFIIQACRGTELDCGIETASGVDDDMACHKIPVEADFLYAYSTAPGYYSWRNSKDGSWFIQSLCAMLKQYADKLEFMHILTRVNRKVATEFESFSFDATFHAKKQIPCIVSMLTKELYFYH
#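 Test system: Procaspase-3 D3A mutant, all three cleavage aspartates alanine | Dosing: Single dose, 8.5 µM nominal compound, 0.8% DMSO | Schedule: 1 h preincubation, 2 h reaction | Technique: 405 nm absorbance of p-nitroaniline, reads at 0 and 120 min | Repeats: One well per compound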
# MEP2 TOR yeast: modulators of TOR pathway MEP2-GFP in S. cerevisiae. GFP response vs DMSO, % at 10 µM. 330,000 compounds, 0.51% hits. AID 2016. S. cerevisiae MEP2-GFP strain, flow cytometry GFP, 3 h; 100% = DMSO control level;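 active means GFP response versus DMSO above a set limit, roughly screen mean plus 3 SD, cut at about 180% in these data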;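 further: median GFP fluorescence of the barcode-gated MEP2-GFP cells per well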
# AHR act: activators of human aryl hydrocarbon receptor. P35869. AHR-responsive luciferase reporter cells, luminescence. activation, % at 5 µM. 320,000 compounds, 2.5% hits; in the data active means activation above about 47%;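 further: 0% = vehicle wells and 100% = reference agonist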
# Target sequence (P35869 whole entry, looked up): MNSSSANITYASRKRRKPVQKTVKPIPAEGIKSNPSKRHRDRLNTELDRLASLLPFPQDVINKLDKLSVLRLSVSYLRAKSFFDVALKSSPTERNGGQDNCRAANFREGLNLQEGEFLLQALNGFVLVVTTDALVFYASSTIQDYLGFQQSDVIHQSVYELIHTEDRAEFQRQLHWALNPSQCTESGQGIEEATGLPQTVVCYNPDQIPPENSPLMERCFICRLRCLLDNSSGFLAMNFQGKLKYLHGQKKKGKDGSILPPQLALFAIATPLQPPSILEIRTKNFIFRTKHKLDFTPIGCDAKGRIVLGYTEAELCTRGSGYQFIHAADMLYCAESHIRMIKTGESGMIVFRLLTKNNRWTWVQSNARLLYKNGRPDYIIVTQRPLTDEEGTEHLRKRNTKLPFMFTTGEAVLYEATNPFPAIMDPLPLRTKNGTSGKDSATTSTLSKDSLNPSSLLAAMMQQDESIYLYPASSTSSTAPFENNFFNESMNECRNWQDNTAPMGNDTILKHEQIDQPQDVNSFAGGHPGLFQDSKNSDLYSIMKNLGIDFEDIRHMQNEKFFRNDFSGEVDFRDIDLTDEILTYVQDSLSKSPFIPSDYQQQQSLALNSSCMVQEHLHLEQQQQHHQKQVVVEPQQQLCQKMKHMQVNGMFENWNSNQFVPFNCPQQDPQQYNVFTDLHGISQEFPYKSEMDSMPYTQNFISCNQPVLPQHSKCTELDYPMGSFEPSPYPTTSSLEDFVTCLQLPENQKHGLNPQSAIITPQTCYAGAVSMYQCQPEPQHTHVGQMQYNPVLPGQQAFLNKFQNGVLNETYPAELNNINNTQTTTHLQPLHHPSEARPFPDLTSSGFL
# CIT2-GFP yeast: yeast TOR pathway CIT2-GFP modulation. 320,000 compounds, 0.065% hits. AID 2029. S. cerevisiae CIT2-GFP strain, flow cytometry, 3 h; 100 means same as DMSO wells. GFP response vs DMSO, % at 10 µM;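 active means GFP response relative to DMSO above a set limit, near the screen mean plus 3 SD, cut at about 150% in these data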;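 further: ratio of well median GFP fluorescence to mean of DMSO wells on the plate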
# Numbers without * were called inactive; / = not tested or not shown.
SMILES,AGP1 TOR yeast,RPL19A-GFP yeast,LAP4-GFP MLPCN,procasp7 counter,procasp3 activ,MEP2 TOR yeast,AHR act,CIT2-GFP yeast
CNC(=O)c1ccccc1NC(=O)c1c(O)c2c([nH]c1=O)CCCC2,104,102,112,-5,3,100,22,93
CCOC(=O)C1CCN(C(=O)COc2cc(C)c(Br)c(C)c2)CC1,96,97,110,3,0,97,-2,98
CC(/C=C/c1ccccc1)=N/NC(=O)CCC(=O)Nc1ccccc1C,100,99,99,7,3,89,8,93
Cc1cc(NS(=O)(=O)c2ccc(NC(=O)c3cnc(Cl)c(Cl)c3)cc2)nc(C)n1,105,102,104,0,4,102,33,99
COc1ccccc1NC(=O)c1ccc(S(=O)(=O)N2CCCC(C)C2)cc1 (configuration not stated),105,102,103,10,11,88,4,107
COc1ccc(N2CC(C(=O)NCCc3ccc(Cl)cc3)CC2=O)c(OC)c1 (configuration not stated),101,97,91,3,1,91,1,97
Cc1ccc(C(=O)OC(C)C(=O)NC2CCCCC2C)cc1S(=O)(=O)N1CCCCC1 (configuration not stated),97,112,83,3,-1,107,3,/
COC(=O)c1cc(NC(=O)c2cccc([N+](=O)[O-])c2C)ccc1Cl,95,96,97,-4,4,97,1,90
Cc1c2cnn(CC(=O)NCCN3CCOCC3)c(=O)c2c(C)n1Cc1ccc(F)cc1,101,103,98,4,-1,96,-2,95
CCOc1ccc(OCC(=O)OC(C)C(=O)Nc2ccc(Cl)cn2)cc1 (configuration not stated),105,98,109,6,-1,96,0,92
CS(=O)(=O)NCCSCc1c(F)cccc1Cl,85,87,82,13,2,91,-1,92
O=C(Nc1ccc2nc3n(c(=O)c2c1)CCCCC3)c1ccccc1[N+](=O)[O-],105,108,97,3,7,113,-1,105

# Next part; it opens with the 3 that closed the last part.
SMILES,AGP1 TOR yeast,RPL19A-GFP yeast,LAP4-GFP MLPCN,procasp7 counter,procasp3 activ,MEP2 TOR yeast,AHR act,CIT2-GFP yeast
CCOc1ccc(OCC(=O)OC(C)C(=O)Nc2ccc(Cl)cn2)cc1 (configuration not stated),105,98,109,6,-1,96,0,92
CS(=O)(=O)NCCSCc1c(F)cccc1Cl,85,87,82,13,2,91,-1,92
O=C(Nc1ccc2nc3n(c(=O)c2c1)CCCCC3)c1ccccc1[N+](=O)[O-],105,108,97,3,7,113,-1,105
O=C(NC1CCS(=O)(=O)C1)c1sc2ccccc2c1Cl (configuration not stated),104,96,103,-2,2,94,-3,96
CCCCn1c(SCC(=O)OCC)nnc1-c1ccoc1C,89,95,76,-5,-1,96,3,96
O=C(O)/C=C/C(=O)Nc1ccc(OCc2ccccc2)cc1,103,98,117,-2,-6,100,4,103
COc1ccc(NC(=O)C23CCC(C2)C(C)(C)C3=O)cc1 (configuration not stated),100,102,88,4,4,99,1,/
CC1CCCCN1C(=O)CCS(=O)(=O)c1cc2c(cc1Cl)NC(=O)CO2 (configuration not stated),105,106,99,3,-8,96,-2,96
CC(Oc1cc2oc(=O)c3c(c2cc1Cl)CCC3)C(=O)NCCN1CCOCC1 (configuration not stated),24,58,90,9,6,142,1,108
CCOC(=O)c1sc(N)nc1C(C)C,91,90,95,1,-6,101,0,89
C=C(C)Cn1c(SCC#N)nc2ccccc2c1=O,106,107,107,15,-1,108,0,103
CCC(=O)Nc1c(C)ccc2nsnc12,99,99,96,4,11,105,4,104
O=C(NC1CCCC1)C(=O)N(Cc1cccnc1)C(C(=O)NCC1CCCO1)c1ccco1 (configuration not stated),97,107,96,9,0,95,-2,101
CC(C)=CCc1cc([C@@H]2COc3c(ccc4c3C=CC(C)(C)O4)C2)c(O)cc1O,102,98,107,-3,1,115,0,101
COc1ccc(CN2CCN(CCSc3ccc(C)cc3)CC2)c(OC)c1OC,101,101,100,4,0,106,-3,100
Cc1ccccc1CN1CCN(Cc2ccc3cccc(F)c3n2)CC1CCO (configuration not stated),101,104,85,6,-1,107,7,108
CCOc1cc(CNc2ccc3cn[nH]c3c2)ccc1OC,103,100,96,-1,0,99,53*,95
COc1cc(S(=O)(=O)Nc2ccc3c(c2)C(=O)N(C)C3=O)ccc1NC(C)=O,99,104,96,4,7,105,0,105
O=C(CN(C(=O)CNC(=O)c1cccs1)c1ccccc1F)NC1CCCC1,95,102,92,-5,3,106,3,98
CC1=Nc2cc(C(=O)O)ccc2Sc2c(C)ccc(C)c21,75,95,116,2,2,89,1,88
CC(C)n1c(CN(C)Cc2ccccc2)nc2c1c(=O)n(C)c(=O)n2C,96,100,87,3,5,105,-7,97
NC(=O)CC(NC(=O)c1ccccc1)c1ccc(N2CCC(Cc3ccccc3)CC2)c([N+](=O)[O-])c1 (configuration not stated),99,111,112,9,4,106,2,97
Cc1ccc(SCC(=O)Nc2ccc(N3CCOCC3)cc2)c(C)c1,103,97,101,-6,8,102,4,98
Cc1ccc(S(=O)(=O)Nc2cccc(-c3ccc(N4CCCCCC4)nn3)c2)cc1,102,97,97,-8,-1,105,6,99
Cc1cc(C)c2sc(N(CCCN(C)C)C(=O)CN3C(=O)c4ccccc4C3=O)nc2c1,110,98,109,4,8,97,0,101
CCN1CCCC1CNC(=O)C1CCN(Cc2nc(-c3cccc(Br)c3)oc2C)CC1 (configuration not stated),100,95,101,-3,0,100,0,99
Cc1nn(C)cc1CN(C)C(=O)c1nn2c(c1Br)NC(c1cccs1)CC2C(F)(F)F (configuration not stated),101,98,102,3,-1,101,15,114
CCCCOC(=O)CCc1c(C)[nH]c(=S)[nH]c1=O,95,91,95,8,12,96,0,98
CCC1S/C(=C(\C#N)C(N)=O)N(c2ccc(F)cc2)C1=O (configuration not stated),102,93,101,-1,-2,97,1,117
Cc1cc(C)c2cc(CN(CCN(C)C)C(=O)Nc3ccccc3Cl)c(=O)[nH]c2c1,100,106,94,-8,-4,98,6,97
Cc1cnn(CCC(=O)NNC(=S)Nc2cccc(Cl)c2)c1,93,87,95,-3,-6,97,-2,94
CCN(CC)S(=O)(=O)c1ccc(N2CCOCC2)c(NC(=O)c2cnccn2)c1,111,113,98,2,-4,128,3,100
CC1CCCN(C(=O)c2cc(F)c(F)cc2Cl)C1 (configuration not stated),112,103,107,2,-2,104,0,108
O=C1Cc2cc(S(=O)(=O)Nc3cccc([N+](=O)[O-])c3)cc3c2N1CCC3,102,103,98,-1,-6,99,1,102
C[C@H](CO)N1C[C@H](C)[C@@H](CN(C)Cc2ccncc2)Oc2c(NS(=O)(=O)c3ccc(F)cc3)cccc2C1=O,102,94,95,12,-2,90,2,96
CC1(C(=O)OCC(=O)c2c[nH]c3ccccc23)CC1(Cl)Cl (configuration not stated),104,97,106,3,11,103,16,95
O=c1[nH][nH]c(C(F)(F)F)c1C=NCc1ccccc1Cl,102,98,97,2,-4,99,-1,100
COc1ccc(-c2ccc(N(C)C)cc2)cc1[C@H]1[C@@H]2C=CCC[C@@]2(C)C(=O)N1Cc1ccccc1,104,102,104,-6,-7,106,16,92
COc1ccc(NS(=O)(=O)c2cccc(C(=O)O)c2)cc1S(=O)(=O)N1CCOCC1,99,97,100,-1,11,98,-1,98
COC(=O)c1c(NC(=O)Cn2cnc([N+](=O)[O-])n2)sc2c1CCC(C)C2 (configuration not stated),93,94,108,-16,-22,100,11,78
CS(=O)(=O)N1CCN(C2Cc3ccccc3C2)CC1,108,102,98,-6,5,99,5,105
O=C(COc1ccc([N+](=O)[O-])cc1)Nc1ccc(NC(=O)c2ccccc2)cc1,99,97,88,4,3,98,-2,101
Cc1cc2c3c(c1)C1(C(=O)N3C(C)(C)CC2C)C(C#N)=C(N)OC2=C1C(=O)CC(C)(C)C2 (configuration not stated),/,90,92,7,8,98,5,93
Cc1cc(/C=C(\C#N)C(=O)O)c(C)n1C1CC1,97,101,101,8,7,104,0,97
CCC(=O)Nc1ccc(OC)cc1OC,98,96,99,7,5,94,12,93
COc1ccccc1CNC(=O)COC(=O)c1sc(C)nc1C,107,100,103,4,5,98,3,99
CC1=CCC2([N+](=O)[O-])CN(CC(=O)O)CC1([N+](=O)[O-])C2 (configuration not stated),102,101,103,-2,-1,103,2,104
O=C(c1cccc(Br)c1)N1CCN(S(=O)(=O)N2CCOCC2)CC1,94,96,96,-4,4,102,-4,96
COc1ccccc1C(=O)Nc1ccc(S(=O)(=O)Nc2cc(C)nc(C)n2)cc1,101,99,106,2,3,96,-2,102
c1cnc(NC2CCCCCC2)nc1,102,99,103,9,-2,100,-2,103
CCOC(=O)CSc1nnc(C)c(=O)[nH]1,102,100,106,3,-8,112,3,93
COc1cccc(N2CC(NC(=O)c3cccc4ccccc34)CC2=O)c1 (configuration not stated),106,97,104,7,1,97,-2,90
COc1cc(-c2nnc(-c3ccco3)o2)ccc1OCc1ccccc1,108,112,132,7,-5,102,-6,/
CCc1ccc(-n2c(=S)sc3c(=O)n(-c4ccccc4OC)c(=S)[nH]c32)cc1,111,90,100,-10,-8,94,3,97
Cc1cccc(C(=O)Nc2ccccc2C(=O)NCc2ccco2)c1,103,93,109,2,-9,96,-6,96
O=C(CCN1C(=O)/C(=C/c2ccccc2)SC1=S)N1CCCCCC1,93,102,99,-10,-7,105,-1,96
Cc1nn(C(C)C(=O)NCc2ccccc2)c(C)c1[N+](=O)[O-] (configuration not stated),106,100,93,5,-5,95,2,99
CCOC(=O)CC(=O)CSc1nc2c(cc1C#N)CCCCC2,/,94,82,-6,-6,84,7,81
O=C(Cn1cc(C(=O)c2cccs2)c2ccccc21)NC1CCCCC1,102,103,96,-7,5,104,22,/
COc1ccc(C)cc1NC(=O)CSc1ccc(Cl)cc1,98,108,101,13,7,106,2,98
O=C(CCc1c[nH]c2ccccc12)N1CCN(c2ccc(O)cc2)CC1,106,99,99,-16,-13,97,3,104
CCCCOC(=O)c1nnc(-c2ccc(Cl)cc2)o1,105,95,99,11,5,93,-2,88
Cc1nn(CC2CC2)c(=O)n1-c1ccc(F)cc1,107,98,112,8,-4,99,-2,102

# Full records as entered above. Order of values: AGP1 TOR yeast | RPL19A-GFP yeast | LAP4-GFP MLPCN | procasp7 counter | procasp3 activ | MEP2 TOR yeast | AHR act | CIT2-GFP yeast
# `CCCCOC(=O)c1nnc(-c2ccc(Cl)cc2)o1` in the list: 105 | 95 | 99 | 11 | 5 | 93 | -2 | 88
# `COc1cccc(N2CC(NC(=O)c3cccc4ccccc34)CC2=O)c1` (configuration not stated) in the list: 106 | 97 | 104 | 7 | 1 | 97 | -2 | 90
# `COc1ccc(C)cc1NC(=O)CSc1ccc(Cl)cc1` in the list: 98 | 108 | 101 | 13 | 7 | 106 | 2 | 98
# `O=C(CCc1c[nH]c2ccccc12)N1CCN(c2ccc(O)cc2)CC1` in the list: 106 | 99 | 99 | -16 | -13 | 97 | 3 | 104

# (continued)
SMILES,AGP1 TOR yeast,RPL19A-GFP yeast,LAP4-GFP MLPCN,procasp7 counter,procasp3 activ,MEP2 TOR yeast,AHR act,CIT2-GFP yeast
COc1ccc(C)cc1NC(=O)c1[nH]c(C)c(C(C)=O)c1C,94,100,88,19,3,102,45,102
O=C(C1CCCN(Cc2ccccc2[N+](=O)[O-])C1)N1CCCCC1 (configuration not stated),101,93,/,4,1,96,-1,98
COc1ccc(CNC(=O)C(C)N=C2NS(=O)(=O)c3ccccc32)cc1OC (configuration not stated),107,99,98,4,-2,109,2,107
CC1CCCCC1NC(=O)Cn1cnc2c1c(=O)n(C)c(=O)n2C (configuration not stated),95,98,95,19,17,100,-1,103
COc1cccc(CNC2CCCC2)c1,109,99,103,-4,7,104,-1,110

# Assay outcomes from PubChem BioAssay.
